CHO parental Ca – counter-screen: ATP calcium response change in parental CHO cells; parental CHO-K1, ATP-induced calcium, Fluo-8 fluorescence; inhibition, % at 5.6 µM; actives 0.63% (n = 330,000); AID 463079;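 active means inhibition above that plate's mean sample inhibition plus 3 SD, cut at about 26% in these data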;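 further: 0% = ATP-challenged DMSO wells and 100% = DMSO wells without ATP; some compounds past the cut are filed as inactive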
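Assay system – parental CHO cells · Reagent – ATP stimulus · Detection – intracellular calcium via Fluo-8 no-wash fluorescent dye · Evaluation – percent inhibition of ATP-evoked calcium rise, normalized to controls · Controls – ATP wells versus no-ATP DMSO wells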
TAAR1 agonist – human TAAR1 agonism; activation, % at 3 µM; actives 0.99% (n = 360,000); CHO RD-HGA16 TAAR1, Fluo-8 calcium fluorescence; vehicle wells 0%, saturating PEA agonist 100%;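 active means activation above the mean activation of all test compounds in the run plus 3 SD, cut at about 38% in these data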
Target sequence (Q96RJ0 whole entry, looked up): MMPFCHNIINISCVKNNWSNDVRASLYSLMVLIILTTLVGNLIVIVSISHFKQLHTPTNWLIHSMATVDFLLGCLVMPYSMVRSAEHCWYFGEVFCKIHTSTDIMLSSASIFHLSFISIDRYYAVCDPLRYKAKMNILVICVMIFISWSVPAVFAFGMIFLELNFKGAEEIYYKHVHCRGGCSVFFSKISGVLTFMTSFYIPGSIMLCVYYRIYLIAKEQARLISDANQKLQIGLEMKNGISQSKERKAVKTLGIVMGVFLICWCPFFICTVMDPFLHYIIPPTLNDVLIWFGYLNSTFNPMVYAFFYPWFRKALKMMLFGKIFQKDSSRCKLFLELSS
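System: CHO-derived RD-HGA16 cells with stable Gα16 and human TAAR1 / Times: 17-24 h plating, Fluo-8 75 min 37 °C, 30 min RT / Technique: calcium-sensitive Fluo-8 signal, excitation 470-495, emission 515-575 nm / Measure: % activation relative to PEA EC100 response / Benchmarks: DMSO and PEA EC100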
OXTR ag – activates the human oxytocin receptor; P30559; CHO-OTR cells, Fluo-8 calcium fluorescence; normalized: DMSO 0%, oxytocin 100%; activation, % at 3 µM; actives 0.32% (n = 320,000); AID 2435;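 active means activation above the mean of all tested compounds plus 3 SD, cutoff set per screening run, cut at about 20% in these data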;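 further: peak over basal fluorescence ratio from a 100 s FLIPR kinetic read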
Target sequence (P30559 whole entry, looked up): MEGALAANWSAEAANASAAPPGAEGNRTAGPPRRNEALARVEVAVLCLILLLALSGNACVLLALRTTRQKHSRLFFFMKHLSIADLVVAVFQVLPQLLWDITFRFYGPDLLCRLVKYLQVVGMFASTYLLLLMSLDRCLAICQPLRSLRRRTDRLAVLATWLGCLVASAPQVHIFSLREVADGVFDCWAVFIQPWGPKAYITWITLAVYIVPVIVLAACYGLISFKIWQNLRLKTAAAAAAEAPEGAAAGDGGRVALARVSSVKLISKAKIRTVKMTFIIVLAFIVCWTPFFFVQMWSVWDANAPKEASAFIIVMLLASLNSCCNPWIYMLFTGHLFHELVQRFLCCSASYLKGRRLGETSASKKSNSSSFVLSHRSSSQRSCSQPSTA
V1R ag counter – activates human V1a receptor in oxytocin agonist counter-screen | P37288 | CHO-V1R cells, Fluo-8 calcium fluorescence, agonist mode; 0% DMSO, 100% 3 nM vasopressin | activation, % at 3 µM | actives 0.25% (n = 320,000);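 active means activation above the mean activation of all tested compounds plus 3 SD, per screening run, cut at about 20% in these data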;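 further: signal is peak over basal fluorescence ratio across a 100 second FLIPR read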
M1 PAM – human CHRM1 positive allosteric modulation. activation, % at 3 µM. CHO-K1 hM1, Fluo-8 calcium fluorescence, ACh EC20; 0% = ACh EC20, 100% = maximal ACh. actives 0.088% (n = 360,000); in the data active means activation above about 19%, passing the limit was not always enough
TAAR1 antag – human TAAR1 antagonism; CHO RD-HGA16 TAAR1, Fluo-8 calcium fluorescence, antagonist; Q96RJ0; inhibition, % at 3 µM; actives 1.5% (n = 360,000);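 active means inhibition above a per-plate cutoff, the mean inhibition of test compounds on that plate plus 3 SD, cut at about 49% in these data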;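 further: 0% = DMSO plus EC80 beta-PEA response and 100% = DMSO alone without agonist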
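Assay system: RD-HGA16 CHO cells with stable hTAAR1 and Gα16 / Reagent: EC80 β-phenethylamine stimulus / Doses: 3 µM, single point / Timing: dye loading 75 min at 37 °C, then 30 min room temperature / Measured by: Fluo-8 intracellular calcium dye fluorescence, real-time kinetic reads / Controls: vehicle wells and EC80 agonist wells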
CHRM1 agonist – activates human CHRM1 receptor; CHO-K1 hM1, Fluo-8 calcium fluorescence, agonist mode; 0% DMSO, 100% acetylcholine EC100; activation, % at 3 µM; actives 0.33% (n = 360,000); AID 588814;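 active means activation above the run's mean compound activation plus 3 SD, cut at about 16% in these data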;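 further: peak over basal fluorescence ratio within a 140 s kinetic read after compound addition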
CHRM1 antagonist – blocks human M1 muscarinic receptor; P11229; CHO-K1 hM1, Fluo-8 calcium fluorescence, ACh EC80 antagonist; inhibition, % at 3 µM; actives 1.3% (n = 360,000);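 active means percent inhibition above its own plate's cutoff, namely the mean of that plate's compound wells plus 3 SD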;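 further: peak over basal fluorescence ratio during 140 s after agonist addition; 0% = ACh EC80 plus DMSO and 100% = DMSO alone without agonist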
OXTR potentiate – human OXTR potentiation; P30559; CHO-OTR cells, Fluo-8 calcium fluorescence, potentiator mode; 0% = oxytocin EC15, 100% = EC100; activation, % at 3 µM; actives 0.061% (n = 320,000);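 active means activation above that plate's cutoff, the mean activation of tested compounds plus 3 SD, cut at about 6.6% in these data, passing the limit was not always enough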;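 further: 100% uses oxytocin at 75 nM as the full agonist control; some results filed as inactive read as strong as hits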
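assay system = CHO-OTR cells, human receptor | schedule = compound 6 min at room temperature before oxytocin, 100 s read | detection = Fluo-8 intracellular calcium fluorescence, ex 470-495, em 515-575 nm | evaluation = normalized max/min fluorescence ratio, % activation | control set = EC15 oxytocin alone as 0%, 75 nM oxytocin (EC100) as 100%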
The depositor's hits bear a star; nt = not tested or not shown.

Value order – CHO parental Ca	TAAR1 antag	M1 PAM	V1R ag counter	CHRM1 agonist	OXTR potentiate	TAAR1 agonist	CHRM1 antagonist	OXTR ag
> Cc1nc2c(C)[n+](CC(=O)c3ccccc3)ccc2n1C
→ 3	-11	6	0.7	-7	-6	0	1	0.1
> COc1ccc(N2CCN(CC(O)COC(C)(C)C)CC2)cc1 (configuration not stated)
→ 7	-24	12	0.2	-8	-4	3	-17	0.6
> Cn1c(=O)c2c(ncn2CC(=O)N2CCN(c3ccc([N+](=O)[O-])cc3)CC2)n(C)c1=O
→ 3	-14	-8	-0.1	-4	0	0	20	0.5
> O=C(NCCN1CCOCC1)c1ccc(-c2ccccc2)cc1
→ -14	nt	4	0.8	-5	-8	nt	-7	1.1
> CCOC(=O)c1ccc(NC(=O)C2C3C=CC(C3)C2C(=O)O)cc1 (configuration not stated)
→ -5	2	-2	0.2	-4	-8	9	-25	1.4
> O=C1OC(COCC#Cc2ccccc2)CN1c1ccccc1 (configuration not stated)
→ nt	-16	-5	nt	-6	nt	-1	-7	nt
> Cc1cccc(CSc2cn(CC(=O)N3CCOCC3)c3ccccc23)c1
→ -30	-15	-4	1.5	-5	-12	6	10	-0.3
> CC1CCCN(C(C(=O)Nc2ccc3c(c2)OCCO3)c2ccccc2)C1 (configuration not stated)
→ -40	2	-6	2.7	-1	-7	2	10	-1.8
> CCCC1=Nc2cc(C(=O)NCCCOCC)ccc2Sc2ccccc21
→ -29	-11	7	0.7	-3	-18	16	-7	-1.9
> O=C(Nc1ccccc1)c1nsnc1C(=O)Nc1ccccc1
→ -2	6	11	-0.4	-6	-7	1	-5	-2.3
> Nc1nc(N)c2ncn(C3C=CC(CO)C3)c2n1 (configuration not stated)
→ nt	-23	6	nt	-2	nt	3	-4	nt
> CC(=O)NCCNC(=O)c1ccc(Sc2ccccc2)c([N+](=O)[O-])c1
→ -13	21	-2	-0.2	-15	-8	6	7	-0.5
> CC(NCC(=O)Nc1cc(S(=O)(=O)N2CCOCC2)ccc1N1CCOCC1)c1ccco1 (configuration not stated)
→ -20	9	3	0.3	-6	-3	3	2	-0.2
> CCOC(=O)C1=C(CC)NC2=C(C(=O)CCC2)C1c1ccc(OC)c(OC)c1 (configuration not stated)
→ -17	4	2	-0.4	-4	-2	5	1	-0.5
> CC(=O)Oc1ccc(NC(=O)Cc2ccccc2)c(C(=O)O)c1
→ -13	-7	-3	0.8	-3	-9	4	3	0.2

The list continues:
Value order – CHO parental Ca	TAAR1 antag	M1 PAM	V1R ag counter	CHRM1 agonist	OXTR potentiate	TAAR1 agonist	CHRM1 antagonist	OXTR ag
> Cc1ccc(NC(=S)Nc2ccc(C(C)C)cc2)cc1S(=O)(=O)N1CCCCCC1
→ 26	10	0	1.3	0	-10	7	1	-1.1
> COc1ccc(CC(=O)Nc2c3c(nn2C(C)(C)C)CS(=O)(=O)C3)cc1OC
→ 2	-17	4	-0.4	-1	-5	2	-10	-0.8
> CCN(CC)CC(=O)NC1CC(C)(C)Cc2c1cnn2-c1ccc(F)cc1 (configuration not stated)
→ -13	14	9	0.7	-7	-1	0	-8	0.1
> Nc1ccn(Cc2ccccc2F)n1
→ -9	-16	-2	0.0	-2	-12	5	9	0.5
> NC(=O)c1ccsc1NC(=O)COC(=O)/C=C/c1ccccc1[N+](=O)[O-]
→ -3	78*	-20	5.9	5	-10	21	23	10
> O=C(COC(=O)c1ccccc1C(=O)c1ccc(Cl)c([N+](=O)[O-])c1)NC1CC1
→ 7	12	3	-1.1	-4	-6	-1	4	-1.4
> CSCCC(=O)N1C(C)CCCC1C(=O)O (configuration not stated)
→ -8	-6	8	0.1	-3	1	8	-10	-0.3
> COc1cc(C(=O)Nc2nc(-c3ccc(F)cc3)cs2)ccc1OCC(=O)N1CCOCC1
→ -6	44	-7	5.0	-2	-14	25	-1	6.5
> O=C(NCc1ccccn1)C1(C(F)(F)F)C/C(=C\CCO)CCCO1 (configuration not stated)
→ -19	1	5	0.0	0	-7	3	-6	-0.9
> CCOC(=O)c1c(C)[nH]c(C)c1C(=O)COC(=O)c1ccc(O)cc1
→ 0	-2	7	1.1	-4	-16	6	-7	1.7
> CC(C)CNS(=O)(=O)c1ccc(CCC(=O)NCCc2ccccc2)cc1
→ -17	1	7	2.7	-3	-4	5	-11	2.0
> COc1ccccc1CNc1nc2nc(C)c(Cl)c(=O)n2[nH]1
→ 1	4	2	0.4	-2	-2	5	-5	-0.4
> COc1ccccc1C1Nc2cccc3cccc(c23)N1
→ -12	7	10	-1.7	-6	7	0	-9	-1.0
> C#CCN(C[C@H]1[C@H](OC(=O)NCC2CCCCC2)[C@H](OC(=O)NCC2CCCCC2)C[C@H]2C(=O)N(c3ccccc3)C(=O)[C@@H]12)S(=O)(=O)c1ccc(C)cc1
→ nt	-13	3	nt	-1	nt	2	-5	nt
> CC(Sc1nnc(Nc2ccccc2F)s1)C(=O)NC1CC1 (configuration not stated)
→ -12	22	7	-0.7	-3	-6	1	-6	-0.7

Later entries.
Value order – CHO parental Ca	TAAR1 antag	M1 PAM	V1R ag counter	CHRM1 agonist	OXTR potentiate	TAAR1 agonist	CHRM1 antagonist	OXTR ag
> Cc1ccc(C(=O)N2CCN(Cc3ccc4c(c3)OCO4)CC2)cc1S(=O)(=O)N1CCOCC1
→ -25	-21	4	4.6	-6	-3	11	-1	-0.2
> CC1CCCC(N2CCN(S(=O)(=O)c3ccccc3)CC2)C1 (configuration not stated)
→ -12	-5	0	-0.1	-8	-10	5	-3	-0.3
> Cn1c(=O)c2c(-c3ccccc3)n(-c3cc(C(=O)O)ccc3O)cc2n(C)c1=O
→ nt	-10	-1	nt	4	nt	3	-29	nt
> CCCCCCCNC1=CC(=O)CC(c2ccco2)C1 (configuration not stated)
→ -3	4	6	-1.2	0	-13	0	-8	-2.4
> O=C(Nc1nccs1)C1CCCCN1S(=O)(=O)c1ccccc1 (configuration not stated)
→ -18	-12	13	0.3	-2	1	2	-15	1.8
> Cc1cc(C)c2c(=O)n(CC(=O)NCCCN3CCN(c4ccccc4F)CC3)sc2n1
→ 45*	nt	nt	3.1	nt	-7	nt	nt	15
> CCN1CCc2nc(NC(=O)c3ccc4c(c3)OCCO4)sc2C1
→ -2	12	-5	0.2	-5	-3	11	12	1.0
> COc1ccc(CNC(=O)COC(=O)c2sccc2C)cc1OC
→ -6	-10	-1	3.2	0	-5	25	3	2.9
> CC(C)(C)CC(=O)NC(=S)Nc1ccccc1[N+](=O)[O-]
→ -2	-5	-3	-0.6	-13	4	4	1	-2.9
> CCc1nc2ccc(C(=O)Nc3cc(-c4ccccc4)ccc3OC)cn2c1N(C)CCCc1ccccc1
→ nt	-13	3	nt	-5	nt	1	-13	nt
> COc1cc(C(=O)Nc2ccc(Br)cc2C(=O)c2cc(OC)c(OC)c(OC)c2)cc(OC)c1OC
→ -9	-8	4	0.5	-2	1	2	-8	-1.3
> O=C1C2C3C=CC(O3)C2C(=O)N1N=C1CCCCC1 (configuration not stated)
→ nt	-23	16	nt	-1	nt	2	-22	nt
> COc1ccc(Cl)cc1NC(=O)COC(=O)C(CC(C)C)N1C(=O)C2CC=CCC2C1=O (configuration not stated)
→ -21	35	-9	-0.2	-6	-13	0	13	-1.2
> COc1ccc2c(Cl)c(C(=O)N/N=C/c3ccc4c(c3)OCO4)sc2c1
→ -21	10	2	1.8	-1	-10	2	-22	2.9
> CCn1c(SCc2ccccc2)nnc1-c1cccnc1
→ -7	7	7	0.9	-8	-5	4	-8	-0.3

Limited to TAAR1 agonist, V1R ag counter and OXTR potentiate, for some of the entries so far:
structure	TAAR1 agonist	V1R ag counter	OXTR potentiate
COc1ccc(CNC(=O)COC(=O)c2sccc2C)cc1OC	25	3.2	-5
COc1ccc2c(Cl)c(C(=O)N/N=C/c3ccc4c(c3)OCO4)sc2c1	2	1.8	-10

(listing goes on)
Value order – CHO parental Ca	TAAR1 antag	M1 PAM	V1R ag counter	CHRM1 agonist	OXTR potentiate	TAAR1 agonist	CHRM1 antagonist	OXTR ag
> CCc1nc(SCC(=O)Nc2cccc3ccccc23)[nH]c(=O)c1C
→ -13	-11	2	-0.4	-4	-7	0	-2	-0.9
> Cc1ccc(C2=NN3C(=O)c4ccccc4C3C2)cc1 (configuration not stated)
→ 5	-25	6	-1.8	-4	-4	9	-17	-3.4
> NC(=O)c1oc2ccccc2c1NC(=O)Cc1ccccc1
→ 7	7	10	2.5	-1	-6	10	-9	1.1
> COc1cccc(C(=O)Nc2cc(C(F)(F)F)ccc2Cl)c1
→ -14	6	-4	-0.6	-11	-1	7	-8	-2.1
> Cc1cccc(NS(=O)(=O)c2cc3c4c(c2)CCN4C(=O)CC3)c1C
→ -10	nt	-2	0.9	-1	5	nt	9	1.8
> Cc1cccc(NC(=O)NC2CC3CCC(C2)N3Cc2ccco2)c1 (configuration not stated)
→ -14	-2	10	1.5	-3	-3	10	-11	2.1
> COc1ccc2c(-c3ccccc3)cc(SCC(=O)N(C)C3CCS(=O)(=O)C3)nc2c1 (configuration not stated)
→ -10	11	4	2.4	-8	-6	10	-2	0.5
> O=C1Nc2ccccc2/C1=C\c1cccn1-c1ccc(OC(F)(F)F)cc1
→ -34	25	2	-1.6	-5	-8	5	-5	-1.7
> Cn1c(N)c(C(=O)COC(=O)c2cc(-c3ccccc3)nc3ccccc23)c(=O)n(Cc2ccccc2)c1=O
→ -3	nt	2	0.6	-1	-7	nt	-6	-0.5
> Cc1ccc(N2CCN(C(=S)Nc3ccc(Cl)cc3)CC2)cc1
→ nt	-17	8	nt	-1	nt	7	-18	nt
> OC(c1ccccc1)(c1nc(/C=C/c2ccccc2)cs1)C(F)(F)F (configuration not stated)
→ nt	12	-3	nt	-5	nt	1	-3	nt
> COCCN(Cc1ccc(OC)cc1)c1c(C)nc2ccc(C(=O)NCCc3c[nH]c4ccccc34)cn12
→ nt	30	4	nt	-3	nt	9	-13	nt
> CCOC(=O)C1(Cc2ccccc2C(F)(F)F)CCN(C(=O)c2cc(C)n(C)n2)CC1
→ -29	-10	7	0.9	-8	-9	5	3	-0.5
> COc1cccc(-c2cc(C(=O)Nc3nc4ccccc4s3)c3ccccc3n2)c1
→ -3	9	-4	-0.2	-2	-7	2	-2	-1.0
> O=C(NCc1ccco1)c1ccc2c(c1)CCO2
→ -13	-2	8	-0.5	0	-11	4	-13	-0.8
> O=C(Nc1ccccc1-c1nnc(SCc2ccccc2)o1)c1ccccc1
→ -26	-13	9	4.0	-1	-13	5	-7	3.1
> CCN(Cc1ccccc1)S(=O)(=O)c1ccc2oc(C(=O)O)c(C)c2c1
→ -2	-9	9	0.2	-4	1	9	-9	-0.6
> Cc1nc2c3cc(F)ccc3n(CCN3CCCCC3)c2s1
→ -29	-28	7	-0.7	-3	4	2	-4	-1.3

Screens: PubChem, The Scripps Research Institute Molecular Screening Center
